Compound activity deposited in PubChem by National Center for Advancing Translational Sciences (NCATS).
p53null 39C kill = kills p53 null cells at the nonpermissive temperature; H1299 p53-null (neo) cells, 39C, ATPlite viability, 24 h; 55,000 tested, 0.97% active; Potency, µM (top dose mostly 46.1 µM), without a hit: top-dose activity, negative = cell killing, usual class: cytotoxic;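 note: potency is the fitted concentration of half-maximal effect; 0% = DMSO only and -100% = full killing by 100 µM tamoxifen; nearly all actives have a fitted effect of over 50% in size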
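Following overnight plating at 37C (600 cells/well), H1299-neo or H1299-p53A138V cells are dosed up to 46 uM. Incubation lasts 24 hr at 39C before ATP detection.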
FH mod = Identification of activators of human fumarate hydratase by quantitative high-throughput screening; AID 1347055, 2019; FH coupled MDH/diaphorase resazurin fluorescence, 15 min; Potency, µM (titrated, usually from 79.9 µM), for the others: at the top dose activity change, negative = inhibition, hits mostly inhibitors; Fumarate hydratase, mitochondrial (Homo sapiens), P07954; 54,000 tested, 0.22% active; note: potency is the fitted concentration of half-maximal effect; % is set by controls: 0 for no effect and ±100 for the full control effect; the screen sought activators but most active calls are inhibition curves; nearly all actives have a fitted effect of over 45% in size
p53null 32C kill = p53 null cell cytotoxicity, permissive temperature; H1299-neo p53 null cells, ATP luminescence, 24 h, 32C; Potency, µM (highest dose often 46.1 µM), inactives show at the top dose activity change, negative = cytotoxicity, usual class: cytotoxic; 55,000 tested, 0.62% active; AID 903;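 note: potency is the fitted concentration of half-maximal effect; 0% = DMSO only and -100% = full killing by 100 µM tamoxifen; nearly all actives have a fitted effect of over 55% in size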
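AC50 values derive from Hill modelling of qHTS concentration-response data (up to 46 uM) in H1299-neo cells. Cells were treated 24 h at 32C following overnight attachment at 37C; viability was read as cellular ATP.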
NTMT1 inhibitor = NTMT1 methyltransferase inhibition | NTMT1 MTase-Glo SAH luminescence, purified enzyme | 59,000 tested, 2.5% active | Q9BV86 | Potency, µM (titrated, usually from 114 µM), inactives show at the top dose activity change, negative = inhibition, usual class: inhibitors;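 note: potency is the fitted concentration of half-maximal effect; plate controls were DMSO vehicle for no effect and no enzyme for full effect; nearly all actives have a fitted effect of over 65% in size; many of its hits are not listed in these tables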
Target sequence (Q9BV86 whole entry, looked up): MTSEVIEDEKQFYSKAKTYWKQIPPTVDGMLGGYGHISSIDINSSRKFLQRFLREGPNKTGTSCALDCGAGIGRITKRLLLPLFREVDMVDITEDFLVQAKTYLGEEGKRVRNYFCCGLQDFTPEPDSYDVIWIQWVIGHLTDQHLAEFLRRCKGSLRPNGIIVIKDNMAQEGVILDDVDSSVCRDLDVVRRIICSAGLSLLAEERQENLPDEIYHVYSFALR
B2AR arrestin ag = ADRB2 beta-arrestin recruitment | P07550 | 44,000 tested, under 10 active | AID 1347077 | Potency, µM (doses to about 46.1 µM), for the others: top-dose activation, actives largely listed as activators | HTLA Tango cells, beta-arrestin recruitment, luciferase luminescence, 18 h;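 note: potency is the fitted concentration of half-maximal effect; 0% = DMSO and full agonism = EC100 isoproterenol or metaproterenol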
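Tango cells expressing recombinant beta2-AR and beta-arrestin were treated with compounds (up to 46 microM titration) in DMEM with 1% FBS for 18 hr at 37 degrees C. Beta-arrestin recruitment drove tTA-dependent luciferase, read by luminescence; curves were fitted and classed.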
TSG101-PTAP inh = inhibitors of HIV-1 PTAP binding to human TSG101, validation. AID 1347069. 44,000 tested, under 10 active. Potency, µM (top dose mostly 115 µM), inactives show top-dose activity change, negative = inhibition, actives largely listed as inhibitors. Fluorescence polarization, FITC-PTAP peptide/Tsg101, 20 min; note: potency is the fitted concentration of half-maximal effect; 0% is about no effect
Target sequence (Q99816 whole entry, looked up): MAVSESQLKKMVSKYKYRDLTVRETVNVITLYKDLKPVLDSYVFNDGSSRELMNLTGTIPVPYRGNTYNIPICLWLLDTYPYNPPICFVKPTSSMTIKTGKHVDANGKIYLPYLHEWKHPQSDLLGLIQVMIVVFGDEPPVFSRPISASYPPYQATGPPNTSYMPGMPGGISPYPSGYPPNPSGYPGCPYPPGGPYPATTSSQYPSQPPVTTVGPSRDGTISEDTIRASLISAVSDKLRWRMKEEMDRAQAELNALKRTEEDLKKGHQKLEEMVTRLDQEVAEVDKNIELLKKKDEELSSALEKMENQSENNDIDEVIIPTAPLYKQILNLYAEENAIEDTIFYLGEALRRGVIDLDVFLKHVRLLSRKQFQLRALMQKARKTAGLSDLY
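Steps: Tsg101 binding domain (10 uM final) in HEPES pH 7.5/NaCl/Tween 20/EDTA/TCEP; add compound; add FITC-PTAP peptide (50 nM final); incubate 20 min r.t.; read polarization.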
GALK inh = inhibitors of human galactokinase (GALK). Potency, µM (series often up to 57.5 µM), without a hit: top-dose activity, negative = inhibition, most hits filed as inhibitors. 44,000 tested, under 10 active. recombinant GALK, Kinase-Glo ATP luminescence, 1 h. AID 1347072. P51570;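 note: plate controls were full GALK reaction for no effect and reaction lacking GALK for full effect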
Target sequence (P51570 whole entry, looked up): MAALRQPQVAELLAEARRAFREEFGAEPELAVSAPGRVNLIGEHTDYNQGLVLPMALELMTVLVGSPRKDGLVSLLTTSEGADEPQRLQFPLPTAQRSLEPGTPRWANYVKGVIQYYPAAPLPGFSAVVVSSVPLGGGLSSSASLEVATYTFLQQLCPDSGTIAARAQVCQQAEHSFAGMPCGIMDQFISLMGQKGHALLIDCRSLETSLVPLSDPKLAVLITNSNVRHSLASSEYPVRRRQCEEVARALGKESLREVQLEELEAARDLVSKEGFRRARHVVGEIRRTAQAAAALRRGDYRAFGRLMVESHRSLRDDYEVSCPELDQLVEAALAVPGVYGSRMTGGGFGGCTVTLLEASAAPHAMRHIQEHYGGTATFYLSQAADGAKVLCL
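Compounds were pinned into ATP buffer, then GALK-galactose mix was added (final 5 nM enzyme, 35 uM ATP, 100 uM galactose, pH 8.0). After 1 h at room temperature, Kinase-Glo Plus was added and luminescence read.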
Active calls of the source: *; u = inconclusive; x = no result given; [ ] = remark or other dose. Calls come from the whole dose curve; as a rule, active = well fitted curve in the direction sought with a large enough effect; inconclusive = small, poorly fitted or top-dose-only effect, or another doubt; inactive = no such curve, though single readings can be large; an effect the other way counts as inactive or inconclusive. Some of the compounds tested; count on the stated rates, not on these rows.

Sample of the layout, three compounds:
mol	p53null 39C kill	FH mod	p53null 32C kill	NTMT1 inhibitor	B2AR arrestin ag	TSG101-PTAP inh	GALK inh
CN(C(=O)c1c[nH]c2ccc(S(=O)(=O)Nc3cccc(C(F)(F)F)c3)cc2c1=O)C1CCCCC1	9%	12%	-9%	8%	-2%	-2%	0%
Cc1nn2c(=O)cc(COC(=O)c3ccccc3NC(=O)C(C)Oc3ccccc3)nc2s1 (configuration not stated)	-2%	-2%	-10%	-3%	0%	-2%	1%
CCc1cccc(C)c1Nc1c(-c2cccc(O)c2)nc2cnccn12	3%	u	10%	u	5%	-1%	6%

The listing, from the start:
mol	p53null 39C kill	FH mod	p53null 32C kill	NTMT1 inhibitor	B2AR arrestin ag	TSG101-PTAP inh	GALK inh
CN(C(=O)c1c[nH]c2ccc(S(=O)(=O)Nc3cccc(C(F)(F)F)c3)cc2c1=O)C1CCCCC1	9%	12%	-9%	8%	-2%	-2%	0%
Cc1nn2c(=O)cc(COC(=O)c3ccccc3NC(=O)C(C)Oc3ccccc3)nc2s1 (configuration not stated)	-2%	-2%	-10%	-3%	0%	-2%	1%
CCc1cccc(C)c1Nc1c(-c2cccc(O)c2)nc2cnccn12	3%	u	10%	u	5%	-1%	6%
COc1cccc(-n2c(SCC(=O)N3CCCCC3)nc3c([nH]c4ccccc43)c2=O)c1	14%	8%	1%	4%	1%	1%	0%
Cc1ccccc1CNC(=O)c1cccc(NC(=O)N2CCSc3ncccc32)c1	-2%	2%	0%	-5%	0%	-3%	0%
COc1ccc(Oc2nc3c(c(=O)n(C)c(=O)n3C)n2Cc2ccccc2Cl)cc1	-14%	-7%	-5%	12%	-2%	-7%	2%
COc1ccc(CNC(=O)Cn2nc(N3CCN(c4ccccc4)CC3)ccc2=O)c(OC)c1	-13%	-16%	-9%	u	0%	-2%	0%
CC1CCN(C(=O)Cn2cc(SCC(=O)NCc3ccccc3)c3ccccc32)CC1	-2%	-7%	6%	2%	0%	-6%	u
Oc1ccc(Cl)cc1Nc1nc2ccccc2n2cnnc12	-6%	-6%	-9%	u	0%	0%	0%
O=C(CCC1N=C2c3ccccc3N=C(SCC(=O)Nc3ccc(F)cc3)N2C1=O)NCc1cccs1 (configuration not stated)	8%	-11%	-1%	16%	-3%	0%	2%
CCOc1ccccc1NC(=O)Cn1c(=O)n(Cc2cccs2)c(=O)c2cccnc21	-5%	7%	-3%	19%	-1%	-2%	-2%
COc1cc(NS(=O)(=O)c2ccc(NC(=O)c3cccc(F)c3)cc2)nc(OC)n1	-27%	-7%	6%	10%	1%	-6%	1%
Cc1ccc(NC(=O)Cn2nc(-c3ccncc3)ccc2=O)cc1Cl	3%	-3%	u	-6%	0%	-8%	2%
Cc1noc2ncnc(NCCc3ccccc3)c12	-16%	4%	-15%	11%	-1%	-15%	-2%
Cc1cc(C)cc(-n2ccnc2SCC(=O)Nc2nc3ccc(C)cc3s2)c1	3%	3%	-6%	-6%	0%	2%	3%
CCc1ccc2oc(C(=O)Nc3cc(Cl)ccc3OC)cc(=O)c2c1	0%	-2%	2%	26%	0%	1%	-11%
Cc1c2cnn(CC(=O)NCc3ccc(F)cc3)c(=O)c2c(C)n1Cc1ccccc1Cl	-18%	-4%	-4%	u	-3%	-2%	7%
Cc1nn(C(C)C(=O)N2CCN(c3ccc(F)cc3)CC2)c(=O)c2c1sc1ccccc12 (configuration not stated)	-24%	-13%	-2%	10%	-2%	1%	-10%
COC(=O)c1ccccc1NC(=O)Cn1nc(C)c2nn(-c3ccc(Cl)cc3)c(C)c2c1=O	2%	-13%	-5%	16%	0%	-4%	-10%
CCc1ccc(NC(=O)CN(c2ccc(C)cc2)S(=O)(=O)c2cccs2)cc1	-1%	-2%	3%	-3%	0%	1%	-1%
CCCN(CCC)CCCNC(=O)C1CCN(c2nc3ccc(CC)cc3s2)CC1	u	-10%	u	u	1%	1%	0%
COc1cccc2sc(N(Cc3cccnc3)C(=O)C3COc4ccccc4O3)nc12 (configuration not stated)	9%	-17%	-6%	u	-3%	1%	1%
COc1cc(CNC(=O)c2ccc3c(c2)N(C)C(=O)C2CCCCN32)cc(OC)c1OC (configuration not stated)	-10%	-4%	-1%	-1%	-1%	-12%	1%
COc1ccc(-n2nc(C(=O)N3CCC(C)CC3)c3c4ccccc4n(C)c3c2=O)cc1Cl	12%	-2%	5%	-5%	-1%	-3%	-1%
Cc1c(Cl)cccc1NC(=O)CCn1c(=O)c2cccn2c2ccccc21	11%	-5%	-2%	-8%	0%	-6%	0%
Cc1cccc(C(=O)Nc2ccccc2OCc2cc(=O)n3ccccc3n2)c1	-3%	2%	1%	-4%	2%	-1%	2%
CC(=O)c1cccc(NC(=O)CC(c2ccc(C)cc2)N2Cc3ccccc3C2=O)c1 (configuration not stated)	0%	-13%	-8%	15%	2%	0%	2%
COc1ccccc1-c1noc(-c2ccc(NCCc3ccccc3)c([N+](=O)[O-])c2)n1	-22%	4%	-15%	-16%	-2%	-4%	-12%
Cc1cc(NCc2ccccc2Cl)n2cnnc2n1	-8%	-6%	0%	-4%	0%	1%	-2%
Cc1ccc(CCNC(=O)c2ccc3c(c2)N(Cc2cccc(C)c2)C(=O)c2ccccc2S3(=O)=O)cc1	-2%	-15%	1%	4%	1%	-10%	-1%
CCOc1ccc(S(=O)(=O)c2cn(Cc3ccccc3C)c3ccc(OC)cc3c2=O)cc1	0%	-24%	-6%	-28%	1%	-6%	5%
Cc1cc(-c2ccc(C)c(S(=O)(=O)Nc3ccccc3C(F)(F)F)c2)on1	11µM*	-6%	u	5%	1%	-8%	-5%
COc1ccc(C)cc1NC(=O)c1cc(S(=O)(=O)N2CCC(C)CC2)ccc1F	21%	-18%	-4%	0%	1%	2%	2%
Cc1ccc(Sc2c(C)nn(C(=O)COc3ccc(F)cc3)c2C)cc1	8%	-18%	-2%	0%	0%	1%	2%
CC1CCN(S(=O)(=O)c2cc3c4c(c2)C(C)C(=O)N4CCC3)CC1 (configuration not stated)	9%	-7%	3%	-6%	-3%	1%	-8%
CCN(CC)c1ccc(NC(=O)c2sc3nc(-c4ccccc4)cn3c2C)cc1	-4%	-9%	0%	-3%	0%	-5%	1%
Cc1cc(C)cc(NC(=O)C(Cc2ccccc2)NS(=O)(=O)c2ccc3c(c2)c(=O)n(C)c(=O)n3C)c1 (configuration not stated)	0%	-31%	1%	u	-2%	2%	6%
O=C(CSc1nc(-c2cccs2)nc2cc(=O)[nH]n12)Nc1cccc(C(F)(F)F)c1	-14%	x	2%	x	3%	-2%	3%
COc1ccc(NC(=O)Cn2c(=O)n(-c3cccc(C(F)(F)F)c3)c(=O)c3sccc32)cc1	-22%	5%	-4%	4%	0%	2%	4%
CCOC(=O)N1CCc2c(sc(NCc3sccc3C)c2C(=O)Nc2cc(OC)ccc2OC)C1	22%	-25%	-1%	29%	-1%	-5%	1%
Cc1ccccc1CNC(=O)c1sc2ncnc(N(C)C3CCCCC3)c2c1C	66%[activator]	-25%	48%[activator]	7%	-4%	-5%	-2%
COc1cc(NC(=O)Cn2cnc(S(=O)(=O)N3CCCC3)c2)cc(OC)c1OC	9%	u	-4%	12%	-1%	0%	0%
CCOC(=O)c1cc(-c2ccccc2)n(-c2cccc(C(=O)N(C)c3ccc(C)cc3)c2)c1C	17%	u	66%[activator]	-2%	2%	-5%	-3%
CCOC(=O)c1c(NC(=O)c2ccc(OC)cc2)sc2c1CCCCC2	-20%	-24%	2%	-3%	0%	0%	-19%
Cc1ccc(NC(=O)CSc2nc3ccc(NC(=O)c4ccco4)cc3s2)cc1	u	3%	-8%	-20%	-4%	13%	0%
COc1cccc(NC(=O)CC2Oc3ccccc3NC2=O)c1 (configuration not stated)	-17%	-5%	2%	1%	1%	0%	5%
COc1ccc(S(=O)(=O)NCc2ccc(C(=O)NCc3ccccc3)cc2)cc1	6%	-3%	1%	-3%	0%	-1%	-1%
CCOC(=O)c1c(-c2ccccc2)oc2ccc(OCc3cccc(Br)c3)cc12	-5%	4%	0%	18%	0%	-1%	0%
COc1cccc(Nc2nc3ccc(C)cc3nc2-n2nc(C)cc2C)c1	-18%	-3%	1%	2%	-2%	-2%	1%
Cc1ccc(-c2nc3cc(C(C)C)ccc3o2)cc1NC(=O)c1cc2ccccc2o1	-8%	-29%	-3%	-4%	-1%	-2%	-2%

Further compounds:
mol	p53null 39C kill	FH mod	p53null 32C kill	NTMT1 inhibitor	B2AR arrestin ag	TSG101-PTAP inh	GALK inh
CSc1cccc(Nc2cc(C(=O)NCCc3ccc(Cl)cc3)c3ccccc3n2)c1	u	u	-8%	5%	1%	0%	-2%
Cc1c(C(=O)OC(C)C)sc(NC(=O)C2c3ccccc3Oc3ccccc32)c1C(=O)OC(C)C	-14%	-30%	10%	-2%	0%	0%	0%
CCSc1ncc(Cl)c(C(=O)Nc2nnc(CC)s2)n1	7%	-6%	4%	3%	0%	-7%	0%
COC(=O)c1scc(-c2ccc(C)cc2)c1S(=O)(=O)Nc1c(C)cc(C)cc1C	-1%	-16%	1%	-2%	-1%	-2%	1%
COc1cccc(CC(=O)Nc2ccc(-c3nc4ccccc4s3)cc2)c1	0%	-14%	-23%	-6%	-2%	-1%	0%
CC(=O)c1cccc(NC(=O)CN2C(=O)c3ccccc3Sc3ncccc32)c1	-4%	-9%	3%	-2%	1%	-2%	3%
COc1ccccc1N1CCN(C(=O)C(CCSC)NS(=O)(=O)c2ccc3c(c2)oc(=O)n3C)CC1 (configuration not stated)	13%	-9%	10%	-16%	4%	-1%	0%
Cc1ccc2c(CN3CCN(c4ccc(Cl)cc4)CC3)cc(=O)oc2c1	-11%	-4%	-2%	22%	-3%	-1%	3%
Cc1ccc(NC(=O)CCSc2nc(-c3ccc4c(c3)OCO4)cc(C(F)(F)F)n2)c(C)c1	-2%	-4%	-9%	2%	0%	-1%	7%
CCOc1ccc(-c2cc3c(=O)n(CC(=O)NCc4ccc(Cl)cc4)ccn3n2)cc1	-3%	6%	-9%	-14%	-1%	-4%	0%
Cc1ccc(S(=O)(=O)c2c(Nc3cc(F)ccc3F)sc(C(=O)c3ccc(F)cc3)c2N)cc1	1%	-7%	10%	5%	0%	4%	4%
CC(C)c1ccc(-c2nc(C(N)=O)c3c(n2)n(-c2ccc4c(c2)OCO4)c(=O)n3C)cc1	-3%	-6%	4%	u	0%	3%	-3%
CCOC(=O)c1sc2ccccc2c1S(=O)(=O)N1CCN(c2cccc(C)c2)C(C)C1 (configuration not stated)	-10%	-14%	-6%	10%	0%	-1%	-1%
